Source: PubChem BioAssay
TDP2 absorb – TDP2 (human) inhibition, absorbance primary screen; recombinant TDP2, T5PNP hydrolysis, p-nitrophenol absorbance 415 nm; inhibition, % at 12.8 µM; 370,000 tested, 0.34% active;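 active = inhibition above the mean of all tested compounds plus 3 SD, set per campaign, cut at about 25% in these data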;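 note: 0% = DMSO with enzyme and 100% = buffer with substrate but no TDP2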
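Evaluation: % inhibition relative to enzyme-containing and enzyme-free wells. Material: recombinant human TDP2. Benchmarks: enzyme-free and DMSO wells. Timing: enzyme reaction with compound for 2 h at 37 °C. Compound dosing: 12.8 µM only. Measured by: p-Nitrophenol epi absorbance. Reagent: T5PNP substrate at 5 mM, a TopII-DNA adduct mimic. Replication: single well per compound.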
LEDGF integ inh – blocks HIV-1 LEDGF/p75-dependent DNA integration. TR-FRET IN-LEDGF/p75 DNA integration, Eu/Cy5. 370,000 tested, 0.64% active. inhibition, % at 3.7 µM;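 active = inhibition above the screen-wide mean plus 3 SD, cut at about 13% in these data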;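 note: signal is the Cy5 over europium emission ratio at 671 and 618 nm; 0% = plate median of compound wells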
HTRA1 inhibitor – blocks human HTRA1 serine peptidase. recombinant HTRA1, FP-rhodamine activity-based probe, fluorescence polarization. 340,000 tested, 0.5% active. Q92743. AID 504803. inhibition, % at 5.96 µM; in the data active = inhibition above about 36%;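 note: 0% = enzyme with DMSO and 100% = wells lacking enzyme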
SIAE inh – human SIAE inhibition, primary screen; SIAE FP-Rh probe binding, fluorescence polarization; Q9HAT2; 370,000 tested, 0.69% active; inhibition, % at 9.66 µM;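 active = inhibition above a cutoff: mean of compounds within the control limits plus 3 SD of those, cut at about 17% in these data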;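 note: 0% = plate median of compound wells and 100% = probe without SIAE protein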
UHRF1 binding – human UHRF1 methylated DNA binding inhibitors | Q96T88 | UHRF1 binding to methylated oligo, TR-FRET | inhibition, % at 4.4 µM | 370,000 tested, 0.75% active; in the data active = inhibition above about 21%;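 note: UHRF1 SRA domain binding a hemimethylated CpG hairpin DNA probe; 0% = median of test compound wells and 100% = reference inhibitor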
Target sequence (Q96T88 whole entry, looked up, the tested form may be a part): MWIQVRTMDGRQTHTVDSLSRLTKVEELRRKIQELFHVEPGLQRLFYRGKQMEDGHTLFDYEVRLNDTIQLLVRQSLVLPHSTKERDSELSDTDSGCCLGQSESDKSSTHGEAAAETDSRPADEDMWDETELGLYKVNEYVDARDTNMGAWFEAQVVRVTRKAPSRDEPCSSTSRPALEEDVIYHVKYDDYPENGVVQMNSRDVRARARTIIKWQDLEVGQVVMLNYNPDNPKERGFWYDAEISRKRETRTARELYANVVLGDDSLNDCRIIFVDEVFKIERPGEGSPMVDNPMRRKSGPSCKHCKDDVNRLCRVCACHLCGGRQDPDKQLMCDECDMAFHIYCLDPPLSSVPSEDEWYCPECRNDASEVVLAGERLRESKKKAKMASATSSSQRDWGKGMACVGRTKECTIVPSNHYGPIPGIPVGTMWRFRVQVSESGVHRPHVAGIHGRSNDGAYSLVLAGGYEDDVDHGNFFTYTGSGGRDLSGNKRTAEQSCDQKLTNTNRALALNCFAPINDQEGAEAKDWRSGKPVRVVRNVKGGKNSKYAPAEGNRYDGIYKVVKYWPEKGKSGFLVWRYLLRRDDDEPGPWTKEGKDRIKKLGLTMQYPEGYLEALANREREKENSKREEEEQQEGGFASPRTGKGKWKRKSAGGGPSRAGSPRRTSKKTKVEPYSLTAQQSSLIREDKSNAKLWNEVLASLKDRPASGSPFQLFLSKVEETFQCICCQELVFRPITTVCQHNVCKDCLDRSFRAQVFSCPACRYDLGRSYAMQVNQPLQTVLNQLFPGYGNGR
TCR CD3 inh – human TCR-CD3 binding inhibition; inhibition, % at 9.4 µM; TAMRA-labeled TCR probe fluorescence, biochemical; 360,000 tested, 0.37% active; in the data active = inhibition above about 19%;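 note: recombinant mutant TCR 2C K166C tagged with TAMRA read by polarization; 0% = receptor in buffer alone and 100% = receptor with positive control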
Tn7 DDE FP – inhibitors of Tn7 peptide binding to human fibrin DD(E); FP displacement of FITC-Tn7 peptide from fibrin DD(E); 0% = median of compound wells per plate; inhibition, % at 8.3 µM; 370,000 tested, 0.13% active;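 active = inhibition above the mean of compounds falling within the control limits plus 3 SD of them, cut at about 14% in these data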;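 note: 0% = plate median of compound wells and 100% = 10 µM Aha-Tn7 peptide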
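Assay system: human fibrin DD(E) protein / Input: 2 µM fibrin DD(E) / Benchmarks: high control of 10 µM Aha-Tn7 peptide / Measured by: fluorescence polarization of the labelled Tn7 tracer / Medium: Tris buffer with calcium and detergent, pH 7.8 / Timing: 10 min compound pre-incubation, 3 h probe incubation at room temperature / Repeats: one replicate per compound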
ABHD4 inh – inhibits mouse alpha/beta hydrolase domain 4 | AID 720543 | purified mABHD4, FP-Rh probe fluorescence polarization | Q8VD66 | 370,000 tested, 0.54% active | inhibition, % at 8.92 µM;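 active = inhibition exceeding the mean over every tested compound plus 3 SD, cut at about 30% in these data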;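 note: 0% = plate median of compound wells and 100% = S159A mutant with DMSO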
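Test system: mABHD4 protein | Buffer or medium: HEPES pH 7.0 buffer, 150 mM NaCl, 0.01% Pluronic F-127 | Probe or stimulus: FP-Rh fluorescent activity-based probe, added after compound pre-incubation | Timing: Pre-incubation 45 min, probe exposure 60 min, at 25 °C | Technique: Fluorescence polarization, excitation 525 nm, emission 598 nm, BODIPY TMR filters | Repeats: Single well per compound (singlicate)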
PG9 Ab binder – small molecules binding HIV-1 gp120 antibody PG9; TR-FRET gp120-PG9 antibody binding; inhibition, % at 6.7 µM; 360,000 tested, 0.43% active; AID 624416; in the data active = inhibition above about 8.5%
PRMT1 inh – PRMT1 (human) inhibition, primary screen | AID 652257 | Q99873 | recombinant PRMT1, activity-based probe fluorescence polarization | inhibition, % at 2.79 µM | 370,000 tested, 1.3% active;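 active = inhibition above about 21% made by adding two undisclosed values, limit read from the data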
Numbers without * were called inactive; · = not tested or not shown.

SMILES	TDP2 absorb	LEDGF integ inh	HTRA1 inhibitor	SIAE inh	UHRF1 binding	TCR CD3 inh	Tn7 DDE FP	ABHD4 inh	PG9 Ab binder	PRMT1 inh
CC(C)N(C(=O)COC(=O)[C@H](C)NC(=O)c1ccco1)c1ccccc1	-9	-3	-8	0	0	6	-1	5	-0.5	-3
CCOC(=O)C1CC2=C(CCCC2=O)NC1=O (stereo not given)	-3	-2	1	-1	-2	-8	-4	0	-0.2	6
O=C(/C=C/c1ccco1)N1CCN(c2ccccc2)CC1	6	0	0	4	-2	4	0	-4	0.0	1
CCOC(=O)N1CCN(CC(O)c2ccc3c(c2)CCN3)CC1 (stereo not given)	-13	1	-7	9	-2	4	-1	-4	-2.6	-5
Cc1csc(NC(=O)c2ccc3c(=O)n4c(nc3c2)CCCCC4)n1	-4	2	-3	0	-3	6	-6	5	0.3	-2
O=C(Nc1ccccc1N1CCCC1)c1ccc([N+](=O)[O-])o1	-3	4	11	5	-5	13	8	5	-1.9	0
OCCNCC12CC3CC(CC(C3)C1)C2	-1	3	3	0	4	-1	-2	-11	-1.8	-1
O=C(NNc1cccc(Cl)n1)Nc1ccccc1Cl	-1	0	-1	-3	-4	-2	-7	2	-0.9	5
Cc1nc2ccccc2nc1OCC(=O)Nc1ccccc1	3	17*	4	-7	-2	1	0	-2	0.0	2
CCNC(=O)C1(C)CCN(C(=O)c2cccnc2SC)C1 (stereo not given)	-1	0	·	2	0	1	-6	6	-1.0	-3
CC(C)(C)C1=CC(=Nc2ccccc2N)C=C(C(C)(C)C)C1=O	-9	-2	-8	9	-5	0	-4	-3	-8.7	1
CCCS(=O)(=O)NC(=O)C1(C)CCCN(C(=O)c2ccc3ccccc3c2)C1 (stereo not given)	2	-2	·	5	0	6	1	3	1.6	4
CC(C)(Sc1cc(C(C)(C)C)c(O)c(C(C)(C)C)c1)Sc1cc(C(C)(C)C)c(O)c(C(C)(C)C)c1	0	1	-14	4	-1	0	-7	-9	-2.5	-6
Cc1ccc(C(C(=O)NC2CCCCC2)N(CCCN2CCOCC2)C(=O)c2snc(C(N)=O)c2N)cc1 (stereo not given)	3	0	0	1	-1	3	-3	1	1.8	-2
Cc1c(C)n(CCc2ccccc2)c2ncnc(NCCCO)c12	16	-1	-10	18*	-1	6	1	-4	-1.6	1
CCOC(=O)C(C)n1nc(/C=C/c2ccc(OC)cc2)ccc1=O (stereo not given)	1	-2	-3	2	0	1	4	5	-4.4	-2
CCOC(=O)c1c(C)[nH]c(C)c1C(=O)COC(=O)/C=C/c1cccc([N+](=O)[O-])c1	-2	-1	-8	5	0	4	2	-4	0.9	1
S=C(NCc1ccc(Cl)cc1)Nc1ccccc1Cl	-5	-3	-3	6	0	2	2	-9	-1.6	2
Cc1ccc(C(=O)Nc2cnc3sc(C)nn3c2=O)cc1	-11	-1	6	-3	-6	9	-4	3	0.6	-4
COc1cccc(NC(=O)N2CCN(c3ccc(C(F)(F)F)cn3)CC2)c1	10	0	-11	5	-3	4	3	5	1.1	0
O=C(N/N=C/c1ccc(Cl)s1)C(O)c1ccccc1 (stereo not given)	2	-2	-1	-6	-2	0	1	-1	-0.9	-1
Cc1cccc(Cl)c1NC(=O)N1CCN(c2ccnc3cc(Cl)ccc23)CC1	-8	-5	1	-1	-1	1	2	3	-0.7	-2
Cc1ccccc1C(=O)N1CCC[C@@H]1C(=O)N1CCC[C@H]1C(=O)NCc1ccccc1	9	1	·	3	0	-8	6	-3	0.6	-1
CCOC(=O)C(=O)N1CCC(Cc2ccccc2)CC1	-9	-3	-1	0	3	5	-2	1	-2.1	1
CC(=O)c1ccc(N2CCN(C(=O)c3ccc(S(=O)(=O)NCc4ccco4)cc3)CC2)cc1	12	-2	4	3	0	3	1	0	-0.3	-6
Further entries follow.
SMILES	TDP2 absorb	LEDGF integ inh	HTRA1 inhibitor	SIAE inh	UHRF1 binding	TCR CD3 inh	Tn7 DDE FP	ABHD4 inh	PG9 Ab binder	PRMT1 inh
CCOC(=O)C1CCN(C(=O)Cc2cccs2)CC1	3	-1	3	3	0	1	14	6	-1.0	3
O=C(CCCNS(=O)(=O)c1ccc(F)cc1)Nc1ccc(F)cc1	5	-2	4	0	-1	-2	6	1	-1.8	1
CC(=O)N1CCN(c2ccc(NC(=O)c3ccc(F)cc3)cc2)CC1	5	-6	6	4	-1	-6	4	-3	-2.6	-2
CCCCNC(=O)/C=C/c1cccs1	-17	-4	4	-4	0	-3	-1	5	-2.0	2
COc1ccc(C(=O)Cn2c(NCCO)nc3ccccc32)cc1	13	2	-4	4	3	2	-1	-2	-3.5	1
COc1ccc(OC)c(-c2csc(NC(=O)Cc3cccs3)n2)c1	1	-4	-31	10	-3	-2	1	2	0.6	0
CSc1nc2c(c(=O)[nH]1)C(c1ccc(Cl)cc1)CC(=O)N2 (stereo not given)	-15	-2	3	-4	3	-2	3	-9	0.6	4
CCOC(=O)c1cc(NC(=O)N2CCCc3ccccc32)c(C)nc1C	3	2	36	2	0	7	-4	15	0.1	1
COC(=O)[C@]12C[C@H](CC(=O)NCc3ccc(C)o3)C(=O)N(Cc3ccc(Cl)cc3Cl)C1=C[C@H](C1CCCC1)O[C@@H]2C	-6	3	·	-10	1	·	-1	-4	·	6
O=C(COC(=O)CN1C(=O)NC2(CCCCC2)C1=O)Nc1cc(F)ccc1F	-4	-1	1	4	0	7	-4	4	0.0	2
COc1cc(O)c([C@@H](CC(=O)N2CC(C)CC(C)C2)c2ccc3c(c2)OCO3)c(OC)c1 (stereo not given in full)	4	3	·	1	-3	·	2	-12	·	-2
Cc1c(C(=O)OCC(=O)NC2CCCCC2)oc2ccccc12	3	2	-4	5	-1	-1	0	-1	-0.2	-2
CCN(CC)C(=O)C1CCC(C)(C(=O)O)C1(C)C (stereo not given)	-1	0	-2	-1	4	-7	9	-5	0.8	0
COc1ccc(NC(=O)CNC(=O)Cn2ccc3ccccc3c2=O)c(OC)c1	3	-4	5	6	0	1	5	1	2.0	-2
O=C(c1cc2ccccc2oc1=O)N1CCN(c2ccccn2)CC1	10	-3	3	-2	-1	5	0	1	0.6	-2
COC(=O)c1c(NC(=O)c2ccccc2F)sc(C(=O)N2CCOCC2)c1C	16	-1	-9	12	-2	0	3	4	-0.6	2
O=C(c1cccc(NS(=O)(=O)c2ccc(F)c(F)c2)c1)N1CCN(Cc2ccccc2)CC1	-3	3	-3	-2	2	-2	-6	-3	-1.2	-2
O=c1c(-c2ccccc2)nc(-c2ccccc2)cn1O	-1	0	2	2	2	0	-4	3	1.2	-3
S=C(c1ccc(-c2cccc(Cl)c2)o1)N1CCCCC1	-3	3	-18	-2	1	-1	1	-5	0.5	-1
CC12C(=O)N(c3ccccc3)C(=O)C1C(c1ccccc1)N1CCCN12 (stereo not given)	-6	5	6	6	-1	5	-4	-6	-1.3	-6
Cc1cccc(OCc2nnc(SCn3nnc4ccccc4c3=O)o2)c1	-3	2	-18	-9	7	4	-4	-24	1.7	7
Cc1nc2ccc(NC(=O)CS(=O)(=O)c3ccc(F)cc3)cc2s1	-2	1	-12	3	0	4	-1	-3	-0.2	-1
Nc1ccc(C(=O)OCC(=O)N2CCc3ccccc3C2)cc1[N+](=O)[O-]	11	-2	-11	9	-3	4	5	11	0.9	-3
CCOc1cc(/C=N/NC(=O)c2ccncc2)cc(Cl)c1OS(C)(=O)=O	-3	3	5	-4	2	2	0	-5	0.0	-1
Cc1ccc(C(=O)Nc2nc3c(s2)CCCC3)o1	-8	1	1	1	3	-6	-3	7	-1.1	2
O=S(=O)(Nc1cccc(Cl)c1)c1ccc(-n2cccn2)cc1	-3	-7	-4	6	0	-1	5	-10	1.5	-2
COC(=O)[C@]12C[C@H](CC(=O)NCCCCc3ccccc3)C(=O)N(Cc3ccc4c(c3)OCO4)C1=C[C@H](C(C)(C)C)O[C@@H]2C	2	-1	·	-5	16	-1	-6	0	1.2	5

Pulled one by one from the entries so far (2):
SMILES	TDP2 absorb	LEDGF integ inh	HTRA1 inhibitor	SIAE inh	UHRF1 binding	TCR CD3 inh	Tn7 DDE FP	ABHD4 inh	PG9 Ab binder	PRMT1 inh
Cc1cccc(OCc2nnc(SCn3nnc4ccccc4c3=O)o2)c1	-3	2	-18	-9	7	4	-4	-24	1.7	7
O=C(c1cc2ccccc2oc1=O)N1CCN(c2ccccn2)CC1	10	-3	3	-2	-1	5	0	1	0.6	-2

Single records (already shown):
Shown for CCOC(=O)C1CCN(C(=O)Cc2cccs2)CC1 : TDP2 absorb: 3; LEDGF integ inh: -1; HTRA1 inhibitor: 3; SIAE inh: 3; UHRF1 binding: 0; TCR CD3 inh: 1; Tn7 DDE FP: 14; ABHD4 inh: 6; PG9 Ab binder: -1.0; PRMT1 inh: 3
Shown for O=C(CCCNS(=O)(=O)c1ccc(F)cc1)Nc1ccc(F)cc1 : TDP2 absorb: 5; LEDGF integ inh: -2; HTRA1 inhibitor: 4; SIAE inh: 0; UHRF1 binding: -1; TCR CD3 inh: -2; Tn7 DDE FP: 6; ABHD4 inh: 1; PG9 Ab binder: -1.8; PRMT1 inh: 1
Shown for COC(=O)[C@]12C[C@H](CC(=O)NCCCCc3ccccc3)C(=O)N(Cc3ccc4c(c3)OCO4)C1=C[C@H](C(C)(C)C)O[C@@H]2C : TDP2 absorb: 2; LEDGF integ inh: -1; HTRA1 inhibitor: ·; SIAE inh: -5; UHRF1 binding: 16; TCR CD3 inh: -1; Tn7 DDE FP: -6; ABHD4 inh: 0; PG9 Ab binder: 1.2; PRMT1 inh: 5
